Compound activity (PubChem BioAssay)
IL1B NFkB pot: enhances IL-1B driven NFkB nuclear translocation; activation, % at 2 µM; AID 819; 94,000 compounds, 0.3% hits; HUVEC IL-1B NFkB p65 nuclear translocation imaging;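 active means activation above 40%, about the mean plus 3 SD, also judged a hit on visual image review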;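 further: percent activation is computed from the nuclear over cytoplasmic p65 intensity ratio; values of inactives mirror those of a sister screen read the other way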
PLAP inhibitors HTS: inhibition of human placental alkaline phosphatase – biochemical, luminescence, HTS (AID 690) | purified PLAP, luminescent substrate; higher % means a stronger effect | inhibition, % at 20 µM, or IC50 in µM where a hit was titrated | 96,000 compounds, 0.08% hits; in the data active means a potency from the dose series; inactive means the rest, 99 in 100 with inhibition below about 30%; further: strong numbers were not always called active
MRP reversal: reverses drug resistance mediated by MRP. differential viability (reversal), % at 10 µM. H69AR cells + 2 uM doxorubicin, CellTiter-Glo, 72 h. 85,000 compounds, 0.04% hits;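 active means viability drop by adding the cancer drug above about 55%, with treated viability meeting a 40% cutoff, limit read from the data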;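 further: viability without doxorubicin minus viability with 2 µM doxorubicin for each compound; larger differential means the compound sensitizes cells more to doxorubicin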
NFkB transloc inh: blocks IL-1B driven NFkB nuclear translocation in HUVEC cells; HUVEC IL-1B NFkB p65 nuclear translocation imaging; inhibition, % at 2 µM; 94,000 compounds, 0.43% hits; AID 796;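 active means inhibition above about 30% together with a positive call from visual inspection of the well image, limit read from the data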;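 further: nuclear over cytoplasmic p65 intensity ratio measured by imaging; 0% = IL-1B stimulated DMSO wells and 100% = unstimulated DMSO wells; values of inactives mirror those of a sister screen read the other way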
Bcl-B displacement: displacers of TR3 peptide from Bcl-B, primary screen, selectivity assay for Bfl-1 inhibitor project, biochemical, fluorescence polarization | AID 748 | FP displacement of FITC-TR3 peptide from Bcl-B; higher % means a stronger effect | 96,000 compounds, 0.11% hits | displacement, % at 20 µM, or IC50 in µM where a hit was titrated;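 active means displacement above 50% at 20 µM plus a fluorescence interference ratio under 1.5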;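 further: plate controls were wells without compound for no effect and wells lacking Bcl-B protein for full effect; a part of the inactive calls stands beside numbers as strong as those of hits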
MRP reversal cytotoxicity: second read-out of MRP reversal, no call of its own (marks repeat the call); viability, %; H69AR cells, CellTiter-Glo, 72 h; measured here: cytotoxicity without doxorubicin
MRP reversal with doxorubicin: further read-out of MRP reversal, marked with its call; viability, %; measured here: viability with 2 uM doxorubicin; active compounds read low
NFkB transloc inh cell count 2 µM: also measured in NFkB transloc inh; calls as there; cell count; measured here: cells passing quality filter;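 raw number of nuclei counted in each imaged well without normalization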
IL1B NFkB pot cell count 2 µM: also measured in IL1B NFkB pot; calls as there; cell count; measured here: cells passing quality filter
* marks the source's active call; other numbers are inactive results; nt = no result given. Not all compounds are listed; count on the stated rates, not on these rows.

Structure	IL1B NFkB pot	IL1B NFkB pot cell count 2 µM	PLAP inhibitors HTS	MRP reversal	MRP reversal cytotoxicity	MRP reversal with doxorubicin	NFkB transloc inh	NFkB transloc inh cell count 2 µM	Bcl-B displacement
N#CC1=C(N)SC(N)=C(C#N)C1C1CC=CCC1 (stereo not drawn)	5	67	2%	11	101	90	-5	67	-3%
Cc1ccc(S(=O)(=O)c2c(N)n(/N=C/c3ccco3)c3nc4ccccc4nc23)cc1	18	188	-62%	14	108	94	-18	188	-29%
O=C(c1ccc2c(c1)OCCO2)C1CCN(C(=O)c2ccc(F)c(F)c2)CC1	-4	121	-56%	-37	52	89	4	121	2%
Cc1onc(-c2ccccc2Cl)c1C(=O)NC1CCS(=O)(=O)C1 (stereo not drawn)	20	166	5%	-13	93	106	-20	166	-7%
CN(C)C(=O)c1cn(N(C)c2ncc(C(F)(F)F)cc2Cl)c(=O)c2ccccc12	7	148	-36%	nt	nt	nt	-7	148	-1%
CCOCCCNC(=O)c1ccccc1Br	8	170	25%	0	108	108	-8	170	-2%
CCOC(=O)c1sc(NC(=O)CSc2nnc(-c3ccco3)o2)c(C(=O)OCC)c1C	17	176	-2%	nt	nt	nt	-17	176	-6%
O=C(COc1ccc(Cl)cc1Cl)NC(=O)N1CCOCC1	-8	63	9%	-10	90	100	8	63	-3%
COc1ccc(C(=O)Nc2ccc(CN3CCOCC3)cc2)cc1	-3	156	14%	25	98	74	2	156	-7%
O=C(NCc1ccc2c(c1)OCO2)C1CCCN1C(=O)Nc1ccccc1 (stereo not drawn)	12	156	3%	11	101	90	-12	156	-4%
O=C(CN1C(=O)CSC1=O)N1CCCCC1	12	171	nt	-3	80	83	-12	171	nt
COc1cc(-c2nnc(SCC(=O)/C(C#N)=C(\C)N)o2)cc(OC)c1OC	7	150	-12%	nt	nt	nt	-7	150	-7%
CCCCN(CCCC)S(=O)(=O)c1ccc(C(=O)Nc2nnc(COC)o2)cc1	13	172	-21%	-20	27	47	-12	172	-18%
NC(=O)c1c(NC(=O)COC(=O)CSc2nnc(-c3ccc(Cl)cc3)o2)sc2c1CCC2	4	194	-31%	6	83	77	-4	194	-9%
CCCN(CCC)C(=O)CSc1nc2n[nH]c(C)c2c(=N)n1-c1ccc(OCC)cc1	4	150	-4%	nt	nt	nt	-4	150	7%
Cc1ccc(CSCCNC(=O)c2ccc(Cl)c(S(=O)(=O)N3CCOCC3)c2)cc1	4	207	-74%	-6	85	91	-4	207	0%
CN(C)c1ccc(C(=O)c2ccc(O)cc2O)cc1	16	113	nt	-24	51	75	-16	113	nt
N#C/C(=C/c1ccc(Sc2nc3ccccc3[nH]2)o1)c1ccccc1F	-8	149	-67%	-15	41	56	8	149	1%
C=C(C)Cn1c(SCC(=O)O)nnc1-c1ccc(OC)cc1	8	179	-4%	-2	103	106	-8	179	-2%
CCN(C1CCCCC1)S(=O)(=O)c1cc(C)ccc1OC	7	120	-36%	9	95	86	-7	120	-1%
O=C(c1ccc2c(c1)C(=O)N(Cc1ccco1)C2O)N1CCOCC1 (stereo not drawn)	27	201	-9%	-2	82	84	-27	201	-16%
COc1ccc2c(C(F)(F)F)cc(=O)oc2c1C	-4	111	nt	-10	91	100	4	111	nt
Cc1nc2sc(C(c3cccs3)N3CCN(C(=O)c4ccco4)CC3)c(O)n2n1 (stereo not drawn)	nt	nt	-15%	-8	95	103	nt	nt	-6%
N#CC1=C(N)Oc2cc3ccccc3cc2C1c1cccnc1 (stereo not drawn)	nt	nt	-5%	-58	20	77	nt	nt	-6%
Cc1nc2ccc(NC(=O)c3c(-c4ccccc4)noc3C)cc2s1	35	198	17%	-1	94	95	-35	198	-21%
CCOC(=O)c1ccccc1NC(=O)CSc1nc2ccccc2n1CC(=O)N1CCCC1	-3	171	-51%	-14	70	84	3	171	-6%
CC(=O)Nc1ccc2c(c1)CCCN2C(=O)c1ccccc1	4	164	-1%	6	90	84	-4	164	-2%
COC(=O)CNC(=O)C12CC3(C)CC(C)(CC(C)(C3)C1)C2	-10	96	-14%	2	110	107	10	96	-13%
COc1ccccc1-c1cc(C(=O)NCc2ccc(F)cc2)no1	7	115	20%	nt	nt	nt	-7	115	-3%
CCOC(=O)c1ccc(Oc2nc(NC(C)(C)C)nc(N(C)C)n2)cc1	17	70	-70%	-5	93	98	-18	70	7%
COc1cccc(NC(=O)C2CCN(c3ncccn3)CC2)c1	31	170	4%	0	91	91	-31	170	-3%
O=C1NC(c2cccs2)Nc2ccccc21 (stereo not drawn)	8	63	5%	-9	61	70	-8	63	0%
Cc1ccc(C(=O)CCC2CCCC2=O)cc1 (stereo not drawn)	nt	nt	-22%	1	92	91	nt	nt	0%
Cc1sc2ncn(C(C)C(=O)OC3CCCCC3)c(=O)c2c1C (stereo not drawn)	18	149	-41%	nt	nt	nt	-18	149	4%
CCCc1ccc(Oc2cc(N3CCOCC3)nc(-c3ccccc3)n2)cc1	-5	153	nt	nt	nt	nt	5	153	nt
CCCCOc1ccc(C(=O)Oc2ccc(C)nc2)cc1	-2	160	-1%	6	106	100	2	160	-6%
O=C(OCc1nc2ccccc2[nH]1)C12CC3CC(CC(C3)C1)C2	8	119	-4%	nt	nt	nt	-8	119	-8%
CCCC1(CCC)NC(=O)NC1=O	-10	138	17%	-1	104	105	10	138	-13%
CCOCCCNS(=O)(=O)c1ccc(Br)cc1	15	97	8%	13	93	80	-15	97	-1%
CCOC(=O)C(C)Sc1nnc(Cc2cc(=O)[nH]c(=O)[nH]2)n1-c1ccc(OCC)cc1 (stereo not drawn)	-4	141	-54%	0	92	92	4	141	3%
O=C(CSC1=NC(=O)C(Cc2ccccc2)C(=O)N1)NC1CCCCC1 (stereo not drawn)	16	115	9%	-4	91	95	-16	115	-6%
CCCCCCCC(=O)NC(Nc1ccccc1OC)C(Cl)(Cl)Cl (stereo not drawn)	-6	105	13%	nt	nt	nt	6	105	-9%
COc1ccc(OC)c(C(c2nnnn2CCc2ccccc2)N2CCN(c3ccccc3)CC2)c1 (stereo not drawn)	-2	137	-57%	1	89	88	2	137	-4%
CC(C)(C)c1[nH]nc2c1C(c1ccc(OC(=O)c3ccco3)cc1)C(C#N)=C(N)O2 (stereo not drawn)	9	166	-15%	-5	76	81	-9	166	3%
O=C(Nc1c(C(=O)O)[nH]c2ccccc12)NC1CCCCC1	-3	133	-13%	-13	78	91	3	133	-8%
Cn1c(C(=O)OCC(=O)NCc2ccco2)cc2sccc21	9	169	-26%	4	82	78	-9	169	14%
Cc1ccccc1OCC(=O)Nc1ccc(N2CCN(C(=O)C(C)C)CC2)c(Cl)c1	-6	111	-42%	-1	66	68	6	111	6%
Cn1cccc1/C=N/n1c(-c2ccc(Cl)cc2)n[nH]c1=S	4	92	-70%	nt	nt	nt	-4	92	-2%
COc1ccc(S(=O)(=O)N(C)CC(=O)NCc2cccnc2)cc1Cl	6	105	-1%	12	104	91	-6	105	23%
O=C(CC1c2ccccc2Oc2ccccc21)NCc1ccco1	-2	120	2%	nt	nt	nt	2	120	8%
CCOC(=O)C1=C(C)NC(C)=C(C(=O)OCC)C1C(=O)OCC(=O)N1CCc2ccccc2C1	24	194	-53%	8	84	77	-24	194	-1%
CC(C)CNc1c(N)c(=O)oc2ccccc12	11	134	12%	-3	89	92	-11	134	2%
O=[N+]([O-])c1ccc(Oc2c(F)c(F)nc(N3CCCC3)c2F)cc1	14	170	2%	nt	nt	nt	-14	170	-7%
CN1CCN(C2=NC3(CCCC3)C(C#N)C(=O)N2)CC1 (stereo not drawn)	9	135	-4%	-5	75	80	-9	135	8%
Clc1cccc2sc(N3CCCC3)nc12	36	141	16%	nt	nt	nt	-36	141	-9%
COC(=O)c1ccc(Oc2ccc3nncn3n2)cc1	8	120	nt	2	112	110	-8	120	nt
Cc1ccc(/C=C(/NC(=O)c2ccccc2)C(=O)NCCc2c[nH]c3ccccc23)o1	9	111	-6%	nt	nt	nt	-9	111	0%
COc1ccc(NC(=O)CN(C)S(=O)(=O)c2ccc3c(c2)CCC(=O)N3)c(OC)c1	-21	169	-50%	-1	97	98	21	169	7%
C/C(=N\N=C(/N)SC1CC(=O)N(c2ccc(Cl)c(Cl)c2)C1=O)c1cccs1 (stereo not drawn)	-5	118	-18%	nt	nt	nt	6	118	-4%
Cc1c(C)n(C(=O)CSc2nccn2C)c2ccccc12	18	145	3%	-8	89	97	-18	145	-12%

(list continues)
Structure	IL1B NFkB pot	IL1B NFkB pot cell count 2 µM	PLAP inhibitors HTS	MRP reversal	MRP reversal cytotoxicity	MRP reversal with doxorubicin	NFkB transloc inh	NFkB transloc inh cell count 2 µM	Bcl-B displacement
Cc1nn(Cc2ccc(Cl)c(Cl)c2)c(C)c1NC(=O)c1cc(C2CC2)on1	nt	nt	-40%	-22	67	89	nt	nt	13%
Cc1cccc(N(C(=O)Cc2cccs2)C(C(=O)NC2CCCC2)c2ccsc2)c1 (stereo not drawn)	-7	141	6%	nt	nt	nt	-11	136	-2%
CCOC(=O)c1cc(C(=O)c2cc(F)ccc2O)coc1=N	16	184	-32%	-3	95	98	-16	184	-4%
CCN(CC(=O)Nc1ccc2c(c1)OCCO2)c1ccc(S(=O)(=O)N2CCOCC2)cn1	2	167	-21%	13	80	67	-2	167	-3%
Cn1ncc(Br)c1C(=O)NCc1cccs1	33	163	12%	nt	nt	nt	-33	163	-9%
CCCCn1c(SCC(=O)Nc2nccs2)nc2ccccc2c1=O	12	141	8%	nt	nt	nt	-12	141	-5%
COc1ccc(C(c2nnnn2CC2CCCO2)N2CCC(C(N)=O)CC2)cc1 (stereo not drawn)	0	111	nt	13	88	74	0	111	nt
CC(C)(Oc1ccc(Cl)cc1)C(=O)NCc1ccncc1	1	158	3%	14	99	85	-1	158	-4%
COc1ccc(CN(C2CCCC2)S(=O)(=O)c2ccc(-n3cnnn3)c(OC)c2)cc1OC	-9	104	-50%	10	75	65	9	104	0%
CCCC(C)C(=O)Nc1nc(C)c(-c2csc(Nc3ccccc3OC)n2)s1 (stereo not drawn)	14	170	1%	nt	nt	nt	-14	170	-24%
CCOc1ccccc1NC(=O)c1cccc(NC(=O)c2ccco2)c1	1	78	8%	-13	25	38	0	78	-1%
CCc1cccc2c(SC(C)C(=O)NCC3CCCO3)nc(-c3ccccc3)nc12 (stereo not drawn)	-2	124	-50%	nt	nt	nt	2	124	-1%
CC(=O)Nc1c2c(nn1-c1ccc(C)cc1C)CSC2	36	145	-31%	3	95	92	-36	145	-3%
COc1ccccc1CNC(=O)c1ccccc1OC	6	73	17%	-3	107	110	-6	73	-6%
Cc1ccc(-n2c(Cn3cnc4ccccc43)nnc2SCC(=O)O)cc1	7	152	nt	-5	101	106	-7	152	nt
COc1cc(C(=O)N2CCN(S(=O)(=O)c3ccc(C)cc3)CC2)ccc1OCc1c(C)noc1C	22	122	-67%	11	98	87	-22	122	2%
CC(NS(=O)(=O)c1ccccc1)C(c1cccs1)N1CCN(c2ccccc2)CC1 (stereo not drawn)	-8	143	-22%	7	94	87	8	143	2%
CCOC(=O)CN1NC2(CCCCC2)NC1=S	15	112	8%	1	87	86	-15	112	0%

Complete entries, quoted from the list. Order of screens: IL1B NFkB pot | IL1B NFkB pot cell count 2 µM | PLAP inhibitors HTS | MRP reversal | MRP reversal cytotoxicity | MRP reversal with doxorubicin | NFkB transloc inh | NFkB transloc inh cell count 2 µM | Bcl-B displacement
CCOC(=O)CN1NC2(CCCCC2)NC1=S is entered as 15 | 112 | 8% | 1 | 87 | 86 | -15 | 112 | 0%
COc1cc(C(=O)N2CCN(S(=O)(=O)c3ccc(C)cc3)CC2)ccc1OCc1c(C)noc1C is entered as 22 | 122 | -67% | 11 | 98 | 87 | -22 | 122 | 2%
CCCCn1c(SCC(=O)Nc2nccs2)nc2ccccc2c1=O is entered as 12 | 141 | 8% | nt | nt | nt | -12 | 141 | -5%
